S1P4 antagonist – antagonists of human S1P4 receptor; AID 1510; inhibition, % at 4.98 µM; O95977; S1P4-expressing cells, antagonist mode, reporter read-out; 0.26% of 220,000 active; in the data active means inhibition above about 29%;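 further: 0% = wells stimulated with agonist and 100% = vehicle wells without agonist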
Target sequence (O95977 whole entry, looked up): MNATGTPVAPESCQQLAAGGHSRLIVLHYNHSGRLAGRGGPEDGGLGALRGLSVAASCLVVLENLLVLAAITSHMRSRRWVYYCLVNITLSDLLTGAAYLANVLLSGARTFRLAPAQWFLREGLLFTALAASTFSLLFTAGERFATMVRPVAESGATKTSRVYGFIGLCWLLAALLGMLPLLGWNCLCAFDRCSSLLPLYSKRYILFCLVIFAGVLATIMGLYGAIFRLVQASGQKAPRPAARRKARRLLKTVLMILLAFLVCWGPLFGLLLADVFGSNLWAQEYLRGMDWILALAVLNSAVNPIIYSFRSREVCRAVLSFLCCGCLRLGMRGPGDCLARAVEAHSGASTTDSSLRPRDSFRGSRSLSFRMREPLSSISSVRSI
BaF3 tox – counter-screen for JAK2V617F inhibitors: parental Ba/F3 viability inhibitors; CellTiter-Glo ATP luminescence; AID 1486; 1.1% of 220,000 active; inhibition, % at 5.6 µM;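 active means inhibition above a per-campaign cutoff, the mean inhibition of all tested compounds plus 3 SD, cut at about 27% in these data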;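 further: 0% = DMSO wells and 100% = JAK Inhibitor I control wells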
NCF1 inh – p47phox (human) inhibition; p47phox/p22phox peptide binding, fluorescence polarization, 2 h; 0.53% of 220,000 active; AID 1274; inhibition, % at 24.7 µM; P14598;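 active means inhibition above about 30%, limit read from the data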;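 further: 0% = p47phox with labelled peptide and 100% = labelled peptide alone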
Target sequence (P14598 whole entry, looked up): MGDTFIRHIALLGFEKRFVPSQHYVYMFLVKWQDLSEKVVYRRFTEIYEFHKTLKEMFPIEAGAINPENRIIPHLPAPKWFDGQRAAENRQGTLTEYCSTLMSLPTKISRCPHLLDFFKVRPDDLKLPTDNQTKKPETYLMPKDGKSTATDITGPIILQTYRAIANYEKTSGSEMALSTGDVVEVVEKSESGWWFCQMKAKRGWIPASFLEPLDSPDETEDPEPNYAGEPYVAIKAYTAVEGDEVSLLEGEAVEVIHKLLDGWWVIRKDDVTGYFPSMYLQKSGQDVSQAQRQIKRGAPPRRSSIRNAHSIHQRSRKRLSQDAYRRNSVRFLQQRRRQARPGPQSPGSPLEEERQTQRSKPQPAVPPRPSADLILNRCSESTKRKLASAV
Ba/F3 V617F tox – lowers viability of Ba/F3 cells expressing EpoR and JAK2V617F; ATP luminescence; inhibition, % at 5.6 µM; 1.1% of 220,000 active; AID 1446;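 active means inhibition above the campaign mean plus 3 SD over all tested compounds, cut at about 24% in these data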;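 further: cytokine-independent growth of Ba/F3 cells driven by EpoR plus mutant JAK2; 0% = DMSO-treated cells and 100% = JAK inhibitor I control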
NPY1 pot ag – human NPY-Y1 potentiation or agonism, primary screen | P25929 | 0.37% of 220,000 active | NPY-Y1 expressing cells, potentiator/agonist activation | activation, % at 3.6 µM; in the data active means activation above about 33%, passing the limit was not always enough;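 further: cells stimulated with NPY at EC10 then isoproterenol at EC100; 0% = low agonist plus stimulus and 100% = saturating agonist plus stimulus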
NPY-Y2 PAM-ag – potentiators or agonists of human neuropeptide Y receptor Y2; AID 1359; cells expressing NPY-Y2, potentiator/agonist read-out; 0.45% of 220,000 active; activation, % at 3.6 µM; in the data active means activation above about 27%;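 further: cells stimulated with NPY near EC25 plus isoproterenol at EC100; 0% = vehicle plus submaximal agonist and 100% = vehicle plus saturating agonist; some results beyond the cut were filed as inactive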
S1P4 ag – agonists of human S1P4 receptor; O95977; S1P4-expressing cell line, agonist reporter assay; activation, % at 4.98 µM; 0.35% of 220,000 active; AID 1509; in the data active means activation above about 11%;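 further: 0% = DMSO vehicle and 100% = reference agonist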
NPY Y1 blocker – antagonists of human neuropeptide Y receptor Y1; P25929; HEK293-CNG Y1 cells, membrane potential fluorescence; NPY at EC95, then isoproterenol; inhibition, % at 3.6 µM; 1% of 200,000 active;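 active means inhibition above the campaign mean inhibition of all tested compounds plus 3 SD, cut at about 20% in these data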;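 further: 0% = DMSO wells given NPY plus isoproterenol and 100% = isoproterenol alone without NPY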
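material = HEK293 cells with Y1 receptor plus CNG channel | also added = NPY 25 nM then isoproterenol 1 µM plus Ro 20-1724 25 µM | schedule = dye 3 h, compound 60 min room temperature, stimulation 45 min | measured by = membrane potential fluorescence | benchmarks = high control isoproterenol alone, low control NPY with isoproterenol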
CHOP inh – CHOP inhibition in unfolded protein response; CHO-K1 CHOP-promoter luciferase, tunicamycin-induced, 15-18 h; inhibition, % at 10 µM; 3.8% of 220,000 active; AID 2732;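 active means compounds that reduced the stress-induced luciferase reporter signal by more than about 70% of percent inhibition, limit read from the data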;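 further: 0% = tunicamycin plus vehicle and 100% = wells without tunicamycin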
The depositor's hits bear a star; x = not tested or not shown.

The line under a structure holds: S1P4 antagonist	BaF3 tox	NCF1 inh	Ba/F3 V617F tox	NPY1 pot ag	NPY-Y2 PAM-ag	S1P4 ag	NPY Y1 blocker	CHOP inh
COc1ccc(S(=O)(=O)NC(CC(=O)O)c2ccco2)cc1 (stereo not given)
    4	1	-3	-4	-8	-12	1.3	-1	-7
Cc1ccc(C)c(NC(=S)N=Nc2c(O)n(C)c3ccc(S(=O)(=O)N4CCOCC4)cc23)c1
    -4	4	-22	-3	13	3	2.9	0	-21
CCOC(=O)CSC(C)C(=O)Nc1nnc(C(C)C)s1 (stereo not given)
    -7	2	-10	-6	15	-2	-1.1	-1	26
CCOC(=O)c1c(-c2ccc(C)o2)csc1NC(=O)CN1CCOCC1
    -5	4	-3	0	5	-9	0.8	4	7
Cc1ccc(CSCC(=O)N2CCN(c3ccc(F)cc3)CC2)cc1
    -10	6	-9	-2	5	-32	-0.8	4	32
Cc1ccc(C(=O)Cn2nc(C(=O)O)c3ccccc3c2=O)cc1C
    -10	-3	-4	-1	-10	-11	-0.2	x	-5
COc1cc(NC2c3ccccc3C(=O)N2Cc2ccccc2Cl)cc(OC)c1OC (stereo not given)
    -12	-2	2	7	-13	-58	-1.5	x	1
CCN(CC)c1ccc(NC(=O)COC(=O)CSc2ccc(Br)cc2C)cc1
    -14	1	-6	-3	-20	-5	1.0	5	-3
Cc1nnc(NC(=O)/C=C/c2ccco2)s1
    -9	5	-25	0	5	8	0.7	2	35
O=C(NC1CC1)C1=NOC(CNc2ncc(C(F)(F)F)cc2Cl)C1 (stereo not given)
    -6	1	-21	-2	-17	1	-1.1	3	-10

Later entries
The line under a structure holds: S1P4 antagonist	BaF3 tox	NCF1 inh	Ba/F3 V617F tox	NPY1 pot ag	NPY-Y2 PAM-ag	S1P4 ag	NPY Y1 blocker	CHOP inh
CC(=O)c1cn(-c2ccc(Cl)cc2)c(=O)n(Cc2ccc(Br)cc2)c1=O
    -17	1	-3	-4	-13	9	0.3	0	32
COc1nc(N(C)S(=O)(=O)c2ccc(C)cc2)nc(C)c1Cl
    -22	2	-4	-4	18	2	1.2	3	83*
COC(=O)[C@H](CCSC)NC(=O)NC1CCN(Cc2ccccc2)CC1
    -2	1	-18	-3	5	2	0.5	2	24
CCC/S(CC1CC1(Cl)Cl)=N\S(=O)(=O)c1ccc(C)cc1 (stereo not given)
    7	1	-6	-5	-11	1	-1.3	-1	-7
O=C(C1Cc2ccccc2O1)N1CCCCC1 (stereo not given)
    16	0	1	-3	0	9	1.1	0	14
C=CCN(CC=C)C(=S)NC(=O)Cc1cccc2ccccc12
    -4	5	-6	0	-34	-42	-0.3	11	16
Cc1ccc(/C=C/C(=O)O)cc1S(=O)(=O)N1CCCCC1
    -2	-3	-2	0	9	-13	0.3	x	-14
CC1Cc2ccccc2N1C(=O)COC(=O)c1ccc(S(=O)(=O)N(C)C)cc1 (stereo not given)
    -5	-3	-2	-5	12	-3	0.4	-2	-11
COC(=O)c1sc2nc(C)nc(SCC(=O)N3CCC(C(=O)O)CC3)c2c1C
    -17	7	-2	-1	13	2	-0.2	5	3
Cc1csc(NC(=O)c2ccc3c(=O)n4c(nc3c2)CCCCC4)n1
    -6	5	-22	-2	-9	0	3.1	0	-30

(further entries)
The line under a structure holds: S1P4 antagonist	BaF3 tox	NCF1 inh	Ba/F3 V617F tox	NPY1 pot ag	NPY-Y2 PAM-ag	S1P4 ag	NPY Y1 blocker	CHOP inh
Cn1c2ccccc2c(=O)c2c(=O)n(C3CCCCC3)c(-c3ccco3)nc21
    -6	0	2	-3	-10	-8	2.9	7	63
Cc1cc(C)n2nc(CC(=O)NC3CCCCCCC3)nc2n1
    -23	-2	-8	-6	-4	-6	-1.0	-5	-10
Cc1scc(C(=O)NNC(=S)NCC2CCCO2)c1-c1ccccc1 (stereo not given)
    2	8	-8	1	-31	8	-0.7	5	-21
COc1ccc(Nc2nc(-c3sc(N)nc3C)cs2)cc1
    10	-1	-24	-4	3	9	1.0	-1	34
CC(C)(C)NC(=O)NC(=O)CSc1nnc(COc2ccccc2Cl)o1
    -5	2	-2	2	-12	1	2.2	8	40
Cc1ccc2nc(Cl)c(C3CC(c4ccco4)=NN3S(C)(=O)=O)cc2c1 (stereo not given)
    13	3	-22	-6	22	10	0.0	x	15
Cc1cc(=O)n2nc(N3CCC(C(=O)N4CCN(Cc5ccccc5)CC4)CC3)sc2n1
    -9	6	-3	4	-8	-15	3.3	4	-9
CCOC(=O)c1cc2oc(C)cc2n1CC(=O)OC1CCCCC1
    10	2	-19	-5	-23	6	1.2	14	58
COC(CNC(=O)c1cc(-c2ccncc2)nc2ccc(S(=O)(=O)N3CCOCC3)cc12)OC
    -2	6	-18	0	12	2	2.6	-2	4
Cc1ccc(S(=O)(=O)Cn2nnnc2CN2CCN(Cc3ccc4c(c3)OCO4)CC2)cc1
    -2	2	-1	5	-35	-11	2.0	-2	23

Further entries
The line under a structure holds: S1P4 antagonist	BaF3 tox	NCF1 inh	Ba/F3 V617F tox	NPY1 pot ag	NPY-Y2 PAM-ag	S1P4 ag	NPY Y1 blocker	CHOP inh
CCC1(C)Cc2c(C#N)c(N)n(N)c(=S)c2CO1 (stereo not given)
    -13	2	-7	-3	-20	-10	0.5	4	31
Nc1nc2ccccc2cc1S(=O)(=O)c1ccccc1
    -3	9	4	9	-11	-3	1.0	2	7
Cc1cc(Oc2ccc(C)c(Cl)c2)nc(SCC(=O)c2ccccc2)n1
    -16	7	-3	1	-74	-23	-0.8	34*	37
Cc1ccc(-c2csc3nc(-c4ccncc4)[nH]c(=O)c23)cc1
    -15	-5	-89	1	6	20	1.3	x	17
CC1CCCC(NC(=O)COC(=O)CSc2ccc3ccccc3c2)C1C (stereo not given)
    -9	5	-14	-1	-44	-18	0.4	17	60
COc1cccc(NC(=O)C(=S)NC2CCCCC2)c1
    -6	3	-3	2	15	24	3.3	8	50
OC(CNCc1ccc(Cl)cc1)(c1ccccc1)c1ccc(F)cc1 (stereo not given)
    -14	3	20	6	-26	-8	-2.1	7	75*
c1ccc2c3c(c(CN4CCCCC4)cc2c1)COC3
    -22	-4	-14	-2	9	3	0.9	x	-2
CCN(CC)S(=O)(=O)c1cccc(NC(=O)COC(=O)CCC(=O)c2ccc(F)cc2)c1
    -4	3	-14	-1	-5	3	1.9	7	7
Cc1cc(C)n(CC(=O)c2cccc(N)c2)n1
    -4	2	-17	-1	13	17	-1.8	1	19

Reprinted from the part before: four compounds, then new ones.
The line under a structure holds: S1P4 antagonist	BaF3 tox	NCF1 inh	Ba/F3 V617F tox	NPY1 pot ag	NPY-Y2 PAM-ag	S1P4 ag	NPY Y1 blocker	CHOP inh
OC(CNCc1ccc(Cl)cc1)(c1ccccc1)c1ccc(F)cc1 (stereo not given)
    -14	3	20	6	-26	-8	-2.1	7	75*
c1ccc2c3c(c(CN4CCCCC4)cc2c1)COC3
    -22	-4	-14	-2	9	3	0.9	x	-2
CCN(CC)S(=O)(=O)c1cccc(NC(=O)COC(=O)CCC(=O)c2ccc(F)cc2)c1
    -4	3	-14	-1	-5	3	1.9	7	7
Cc1cc(C)n(CC(=O)c2cccc(N)c2)n1
    -4	2	-17	-1	13	17	-1.8	1	19
COC(=O)CN1C(=O)N(c2ccccc2)C(N(O)C(=O)Nc2ccccc2)C1(C)C (stereo not given)
    -2	1	-4	1	-15	-8	-0.5	3	10
CCOC(=O)c1ccccc1NC(=O)c1cn(-c2ccc(OC)cc2)c(=O)c2ccccc12
    -16	7	-4	1	4	6	-0.1	-3	20
CCN(CC(=O)NCc1ccc(F)cc1)C(=O)COc1ccc(C)c(C)c1
    -12	8	-5	4	-16	-14	2.6	3	32
Cc1ccc(C(=O)OCC(=O)Nc2ccccc2)cc1NC(=O)c1ccco1
    6	4	-6	-5	-8	-3	-0.3	-1	1
CN(C)c1nc(SCC(=O)Nc2ccccc2)nc(N2CCOCC2)n1
    -27	2	-8	2	4	14	0.5	1	18
COc1cc2sc(C)nc2c2sccc12
    -22	4	-3	2	-24	-9	1.3	5	-11
NN/C(=C\[N+](=O)[O-])Nc1ccccc1
    -2	11	-1	3	7	1	0.2	4	3
COC(=O)C(=Cc1ccc(-c2ccsc2C(=O)OC)o1)C(=O)OC
    13	2	-11	1	3	-17	2.0	x	-63
O=C(CCNc1cc(Cl)cc(Cl)c1)c1ccco1
    16	6	3	-2	20	4	0.2	1	0
O=C(OC(c1ccccc1)c1nccc2ccccc12)c1cc([N+](=O)[O-])cc([N+](=O)[O-])c1 (stereo not given)
    -16	2	-4	0	19	-2	0.0	1	52

The results go on.
The line under a structure holds: S1P4 antagonist	BaF3 tox	NCF1 inh	Ba/F3 V617F tox	NPY1 pot ag	NPY-Y2 PAM-ag	S1P4 ag	NPY Y1 blocker	CHOP inh
CCOC(=O)C1(Cc2ccc(OC)cc2)CCN(C(=O)c2cccc3nccnc23)CC1
    -14	8	-3	1	15	5	0.8	0	2
COc1ccc(C(=O)Nc2nc(-c3cccs3)c(NC(C)=O)s2)cc1
    -25	1	-13	3	2	0	0.0	-4	-14
Cn1cc(C(=O)c2cccc(Cl)c2Cl)cc1C(=O)O
    -29	4	3	-1	-7	-25	0.7	4	36
COc1ccc(CCNC2CC(=O)N(C3CCCCC3)C2=O)cc1OC (stereo not given)
    -4	15	-3	2	11	-20	-0.3	-2	5
Nc1nnc(SCC(=O)OCc2ccc(Cl)c(Cl)c2)s1
    -3	7	-9	1	-23	2	-1.4	8	-6
Cc1ccc(-c2nc3cc(NC(=O)C(C)C)ccc3o2)cc1
    -18	28*	-1	0	29	4	-2.2	3	33
O=C(Nc1cccc(C(=O)N2CCCC2)c1)c1ccccc1
    -1	5	6	1	-5	-2	1.5	1	-6
Cc1ccc(-c2nnc3sc(C4COc5ccccc5O4)nn23)cc1 (stereo not given)
    -11	0	-16	-1	6	0	0.7	1	43
C=CCN1C(=O)/C(=c2\sc3nc(=O)c(Cc4ccc(OC)c(OC)c4)nn3c2=O)c2ccccc21
    0	3	1	-6	13	9	-0.7	x	4
COc1ccc(N2CCN(C(=O)CCCN3C(=O)c4cccc5cccc(c45)C3=O)CC2)cc1
    -14	5	-10	0	-18	-9	-0.3	8	55
CNC(=S)N(Cc1ccc(OC)cc1)C1CC(=O)N(c2ccc(C(=O)OC)cc2)C1=O (stereo not given)
    -13	4	1	-1	-9	11	-0.4	4	8

Screening data (PubChem)

Outcome played no part in choosing rows; 7.1% or so of the library scored in one or more.
